IMPase Li cell = qHTS Assay for Identifying the Cell-Membrane Permeable IMPase Inhibitors: Potentiation with Lithium; CHO-M1 cells, IP1 TR-FRET (IP-One), carbachol + lithium; Potency, µM (titrated, usually from 59.4 µM), inactives show at the top dose activity, negative = IMPase inhibition, most hits filed as inhibitors; actives 0.35% (n = 210,000);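 also: IP1 builds up when IMPase is blocked and the TR-FRET signal falls; plate controls were basal vehicle for no effect and high inhibitor control for full effect; nearly all actives have a fitted effect of over 50% in size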
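Concentration–response in CHO-M1 cells, lithium-potentiated; 30 min at 37C. IP1 detected by competitive TR-FRET after 10 min lysis at RT. Hill-fitted AC50.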
GoLoco inh red = qHTS Assay for Inhibitors of RGS12 GoLoco Motif Activity (Red Fluorophore). Guanine nucleotide-binding protein G(i) subunit alpha-1 (Homo sapiens), P63096. Gai1:RGS12 GoLoco peptide FP, rhodamine, 10 min. Potency, µM (top dose mostly 61.6 µM), for the others: at the top dose activity, negative = inhibition, actives largely listed as inhibitors. actives 0.44% (n = 230,000); active = well fitted inhibition curve with a large enough effect, not every such curve was filed as active; inactive = no such curve, though single readings can be large or run the other way; also: % is scaled to controls: 0 for no effect and ±100 for the full control effect; nearly all actives have a fitted effect of over 30% in size; many of its hits are not listed in these tables
Target sequence (P63096 whole entry, looked up): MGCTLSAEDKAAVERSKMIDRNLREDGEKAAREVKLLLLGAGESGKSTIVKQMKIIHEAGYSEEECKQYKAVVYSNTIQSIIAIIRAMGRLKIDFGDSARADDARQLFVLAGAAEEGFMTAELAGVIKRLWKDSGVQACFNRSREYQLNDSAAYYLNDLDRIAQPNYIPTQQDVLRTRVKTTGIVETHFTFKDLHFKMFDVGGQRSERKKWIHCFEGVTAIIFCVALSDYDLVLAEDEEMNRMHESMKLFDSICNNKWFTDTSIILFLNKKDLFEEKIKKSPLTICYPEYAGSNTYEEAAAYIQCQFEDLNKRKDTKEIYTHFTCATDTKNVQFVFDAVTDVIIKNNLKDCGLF
HTT cytoprotect = qHTS Multiplex Assay to Identify Dual Action Probes in a Cell Model of Huntington: Cytoprotection (ATP); actives 0.14% (n = 230,000); PC12 HTT-Q103 induced, cytoprotection, ATP luminescence, 40 h; Potency, µM (doses to about 56.4 µM), without a hit: cytoprotection (ATP increase), most hits filed as activators; AID 1471, 2008;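 also: % of control where 0% means no effect; nearly all actives have a fitted effect of over 45% in size; toxic huntingtin expression switched on by the ecdysone agonist tebufenozide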
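PC12 cells stably carrying ecdysone-inducible Htt exon 1 (Q103)–GFP were induced with 100 nM tebufenozide (final) alongside library compounds in a dose series. Cytoprotection was scored as retained ATP by ATPlite luminescence.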
GAA glycogen mod = qHTS Assay for Inhibitors and Activators of Human alpha-Glucosidase Cleavage of Glycogen; recombinant GAA, glycogen substrate, Amplex Red glucose oxidase fluorescence; Potency, µM (highest dose often 76.4 µM), inactives show at the highest dose activity change, negative = inhibition, hits mostly inhibitors; actives 0.38% (n = 300,000); AID 2100, 2009;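 also: 0% = full enzyme reaction and -100% = no-enzyme basal signal; the screen sought inhibitors and activators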
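qHTS, 1536-well; enzyme 4 nM final; cpd up to 77 uM; substrate bovine liver glycogen 30 ug; 50 mM citrate/phosphate pH 5.0, 0.01% Tween-20; 37 C, 40 min; Amplex Red detection 45 min RT; Hill fit → AC50.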
aGlu spleen mod = qHTS Assay for Inhibitors and Activators of Human alpha-Glucosidase From Spleen Homogenate; Lysosomal alpha-glucosidase (Homo sapiens), P10253; human spleen homogenate, 4-MU-alpha-glucoside fluorescence; Potency, µM (doses to about 79.9 µM), inactives show at the highest dose activity change, negative = inhibition, usual class: inhibitors; actives 0.006% (n = 240,000); AID 2112, 2009;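 also: 0% = enzyme with vehicle and -100% = no enzyme basal signal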
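Compounds were titrated against alpha-glucosidase in spleen homogenate at pH 5.0, with 1 mM 4-methylumbelliferyl substrate for 40 min at 37 C. Reactions were quenched with pH 10 NaOH/glycine and fluorescence measured.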
HTT aggregate = qHTS Multiplex Assay to Identify Dual Action Probes in a Cell Model of Huntington: Aggregate Formation (GFP) | PC12 HttQ103-GFP aggregates, Acumen cytometry, 40 h | Potency, µM (top dose mostly 46.1 µM), without a hit: top-dose activity change, negative = inhibition, actives largely listed as inhibitors | actives 1.1% (n = 220,000); also: % is scaled to controls: 0 for no effect and ±100 for the full control effect; nearly all actives have a fitted effect of over 60% in size
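Aggregates are detected as GFP objects 1–25 µm with signal 6 STDEV over background in lysates of induced PC12 cells. These carry Huntingtin exon 1 with 103 glutamines fused to GFP under an ecdysone promoter; compounds titrated.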
GAA inh = qHTS Assay for Inhibitors of Human alpha-Glucosidase as a Potential Chaperone Treatment of Pompe Disease; purified human GAA, 4-MU-alpha-glucoside fluorescence; AID 1466, 2008; Potency, µM (doses to about 76.9 µM), for the others: top-dose activity change, negative = inhibition, hits mostly inhibitors; Lysosomal alpha-glucosidase (Homo sapiens), P10253; actives 0.005% (n = 200,000);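 also: plate controls were uninhibited enzyme wells for no effect and no-enzyme background for full effect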
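Read-out is 4-methylumbelliferone fluorescence (Ex 365/Em 440 nm) after NaOH/glycine stop at pH 10. Enzyme 4 nM, substrate 400 uM, pH 5.0 citrate buffer, 20 min room temperature; AC50 from Hill-equation concentration-response.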
An asterisk follows results filed as active; ? = inconclusive; nt = not tested or not shown; & = joins results of further samples; [ ] = dose if it differs, or a comment. Unless noted, calls follow the shape of the dose curve; as a rule, active = well fitted curve in the direction sought with a large enough effect; inconclusive = small, poorly fitted or top-dose-only effect, or another doubt; inactive = no such curve, though single readings can be large; an effect the other way counts as inactive or inconclusive. Potency is read from the fitted curve at half-maximal effect.

SMILES	IMPase Li cell	GoLoco inh red	HTT cytoprotect	GAA glycogen mod	aGlu spleen mod	HTT aggregate	GAA inh
CCN(CC)CCNC(=O)CCc1n[nH]c(=O)c2ccccc12	-0.8%[38.3 µM]	4.1%	-6.9%	0.4%	-1.0%	6.0%	-15.0%
O=C(O)c1cc2cc(Cl)ccc2oc1=O	-2.4%[38.3 µM]	15.2%	-2.0%[10 µM]	18.0%	-17.0%	-25.7%	5.6%
CCOC(=O)C1(Cc2ccccc2Cl)CCN(Cc2csc(C(C)=O)c2)CC1	12.1%	19.2%	-4.7%[10 µM]	-7.1%	3.7%	1.7%[9.22 µM]	-3.4%
Cn1c(=O)[nH]c(=O)c2c1ncn2CCN1CCOCC1	17.1%[38.3 µM]	9.2%	-13.1%	3.8%	2.4%	-4.5%	-1.7%[15.4 µM]
O=C(NCc1ccco1)c1cnccn1	-2.5%[38.3 µM]	-19.2%	-6.4%	-16.1%	-2.2%	11.1%	-13.1%
COc1cc(-c2cc(C(=O)Nc3ccccc3N3CCOCC3)c3ccccc3n2)cc(OC)c1OC	7.2%	8.0%	-26.4%	-14.3%	0.6%	?	-0.6%
Cc1ccc(Cl)cc1N	7.6%	-24.9%	-62.8%[inhibitor]	nt	-5.4%	nt	nt
c1ccc(-n2nnnc2SCCCSc2nc3ccccc3s2)cc1	16.5%[38.3 µM]	1.7%	-5.8%[10 µM]	8.9%	0.6%	-26.6%	-8.6%
Cc1ccc(C)c2[nH]c(=O)c(CN(CCN3CCOCC3)Cc3nnnn3CC3CCCO3)cc12 (configuration not stated)	0.4%[38.3 µM]	12.2%	-14.6%[10 µM]	3.6%	7.8%	7.7%	-4.3%
FC(F)(F)c1nnc2sc(-c3ccco3)nn12	11.3%[38.3 µM]	4.1%	5.8%[10 µM]	0.7%	-7.9%	-9.5%	-3.5%
COc1cnc(-c2cccc(C(F)(F)F)c2)nc1OC	-4.4%	-2.3%	5.1%	-9.8%	nt	-8.7%	-5.4%
C=CCOC(=O)C1=C[C@H](c2coc3ccccc3c2=O)C[C@H](OCc2ccc(CO)cc2)O1	10.2%	2.7%	-5.9%[10 µM]	-8.2%	-5.4%	-12.2%[9.22 µM]	nt
O=C(NCCN1CCOCC1)c1cccnc1SCc1ccccc1Cl	11.1%	13.3%	-2.5%	8.1%	10.6%	11.4%	1.2%
CN(C)S(=O)(=O)c1cccc(C(=O)OCC(=O)c2ccc3c(c2)NC(=O)CO3)c1	19.7%[38.3 µM]	34.0%[activator]	3.6%	2.3%	-8.9%	14.4%	-2.7%
CCc1ccc(NC(=O)N(CCCN2CCOCC2)C(C)c2cc3cccc(OC)c3o2)cc1 (configuration not stated)	-11.3%[38.3 µM]	5.2%	-4.0%	-3.6%	-4.0%	1.9%	-1.3%
Cc1cc(C)n(S(=O)(=O)c2cc(C(=O)O)c(Cl)cc2Cl)n1	12.4%[38.3 µM]	-1.8%	-0.3%[10 µM]	1.9%	2.1%	-1.5%	-11.7%
CC(C)CCNC(=O)COC(=O)/C=C/c1ccc2ccccc2n1	-5.3%	-2.9%	0.0%	10.3%	0.9%	7.3%[9.22 µM]	5.9%
COCCn1c(=O)cnc2cnc(N3CCN(C)CC3)nc21	-0.3%	0.2%	-24.0%	nt	-13.2%	nt	nt
COc1ccc(C(=O)Nc2ccc(Oc3ncnc4sc(-c5ccccc5)cc34)cc2)cc1OC	nt	nt	4.6%[10 µM]	16.0%	-3.8%	19.2%	3.6%
CC(C)(C)NC(=O)c1ccc(Cn2cc(C(F)(F)F)ccc2=O)cc1	3.1%	-1.0%	19.3%	3.3%	-4.2%	-0.7%	0.4%
Cc1nc2ccccn2c1/C(O)=C1\C(=O)C(=O)N(CCN2CCOCC2)C1c1ccncc1 (configuration not stated)	-32.6%[38.3 µM]	-12.9%	-10.1%	-4.3%	-3.4%	12.8%	-4.9%
O=C(O)c1cccnc1C(=O)O	27.7%&15.7%&8.2%	8.0%&-84.6%&5.9%	-62.0%[inhibitor]	nt	-7.4%&2.1%&-6.6%	nt	nt
CCOC(=O)N1CCC(=NNC(=O)COc2cccc(C)c2)CC1	-2.1%	-4.3%	-10.2%[10 µM]	12.9%	-9.0%	2.5%	-1.8%
Cc1ccc2nc(SCC(=O)N3c4ccccc4CC3C)c(C)cc2c1 (configuration not stated)	?	-4.3%	-5.1%[10 µM]	-2.6%	-3.1%	?	-1.7%
Cc1cc(C)n(CC(=O)NN)n1	-3.2%	0.4%	nt	26.5%	1.6%	6.2%	-6.0%
CCOc1ccc(-c2nc(N)ncc2Oc2ccccc2Br)c(O)c1	9.1%[38.3 µM]	23.1%	16.1%	-8.0%	6.9%	13.1%[9.22 µM]	-19.9%
COc1ccc(-n2c(Cn3c(=O)sc4ccccc43)nnc2SCC(=O)N2CCCC2)cc1	-2.4%[38.3 µM]	-11.2%	-4.5%	-9.3%	5.7%	13.6%	-6.4%
COc1ccc(CCn2c(-c3ccc(F)cc3)nc3c(c(=O)c4ccccc4n3C)c2=O)cc1OC	nt	-1.0%	-14.2%[10 µM]	3.5%	-1.8%	5.6%[9.22 µM]	-9.3%
Cc1cc(O)cc2c1O[C@](C)(CCC[C@H](C)CCC[C@H](C)CCCC(C)C)CC2	nt	13.8%	-69.1%[inhibitor]	nt	-11.9%	6.4%	nt
C[C@H]1Cc2c(-c3ccccc3)nc3c(c2CO1)CN(C(=O)NCCc1c[nH]c2ccccc12)CC3	7.7%	-7.6%[14.2 µM]	10.1%[10 µM]	nt	0.7%[17.4 µM]	nt	nt
O=C(O)/C=C/C(=O)Nc1ccccc1SC(F)(F)C(F)(F)C(F)(F)F	9.4%	1.7%	-6.0%	-2.5%	1.0%	-13.1%	-0.3%
CCOC(=O)CNc1c(-c2ccccc2)nc2ccc(Cl)cn12	-16.5%[38.3 µM]	36.3%[activator]	1.2%	4.47µM*	0.0%	6.2%	-2.2%
CCn1nc(C)cc1C(=O)n1nc(C)c(Sc2ncccn2)c1C	nt	-4.6%	-2.2%[10 µM]	-0.3%	-7.5%	-5.4%[9.22 µM]	-2.0%[15.4 µM]
O=C(NC(=S)N(CCO)Cc1ccccc1)c1cc(Br)ccc1Cl	-0.8%	1.7%	17.6%	-20.5%	0.9%	-14.3%	-4.7%
CCCCOC(=O)C(C#N)c1nc2ccccc2nc1N1CCN(Cc2ccc3c(c2)OCO3)CC1 (configuration not stated)	-33.3%[38.3 µM]	8.5%	-15.8%[0.074 µM]	-2.1%	-12.3%	11.9%	3.6%
Cc1ccccc1-c1nnc(Cc2ccccc2)o1	-0.9%	-2.8%	-16.6%[10 µM]	-0.9%	3.1%	11.2%	-0.5%
COC(=O)c1c(C)nn(-c2ccc(F)c(Cl)c2)c1-c1cc(C)on1	nt	0.3%	10.4%[10 µM]	-4.6%	-14.3%	7.8%[9.22 µM]	?
Cc1cccc(-c2cc(C(=O)N3CCCc4ccccc43)c3ccccc3n2)c1	nt	nt	-17.1%[10 µM]	9.4%	-0.3%	10.3%	1.9%
O=C(NCc1cccc(C(F)(F)F)c1)C1CCCN(c2ncccn2)C1 (configuration not stated)	-1.6%[38.3 µM]	2.0%	-12.7%	-0.4%	-0.4%	9.7%	-0.1%
CN(C)S(=O)(=O)c1ccc(N2CCN(S(=O)(=O)c3ccc(F)cc3)CC2)c(Cl)c1	14.4%[38.3 µM]	1.5%	-22.4%[10 µM]	0.8%	-5.9%	10µM*	?
CN1CCN(c2ncnc3c2[nH]c2ccc(F)cc23)CC1	-0.1%	4.6%	9.2%[10 µM]	1.9%	0.9%	-14.8%	-4.5%
CC(=O)OC[C@@]12C(=O)[C@@H](O)[C@@H](C)[C@]3(C[C@@H](c4ccoc4)O[C@@H]3OC(C)=O)[C@H]1CCC[C@]21CO1	11.9%	5.5%	17.8%	nt	-0.1%	nt	nt
COc1ccc(S(=O)(=O)NCc2csc(C)n2)cc1	1.3%[38.3 µM]	-0.3%	-23.6%	-0.4%	-0.5%	5.3%	-1.1%
Cc1cc(C)c(S(=O)(=O)NCCn2ccc3ccccc32)c(C)c1	44.2%[activator][38.3 µM]	-1.4%	?	-5.3%	-4.0%	-7.4%	?
Cc1ccc(S(=O)(=O)N2CCOCC2)cc1C(=O)NC(=S)N1CC(C)OC(C)C1 (configuration not stated)	nt	0.0%	-2.8%[10 µM]	1.1%	6.6%	-0.9%[9.22 µM]	nt
CNC(=O)C1CC(=O)N/C(=N/N=C(\C)c2cccs2)S1 (configuration not stated)	3.9%[38.3 µM]	1.0%	-2.9%	0.8%	-21.1%	8.9%	2.0%
COC(=O)Cc1c(O)ccn(Cc2ccc(Cl)c(Cl)c2)c1=O	5.6%	6.3%	-10.8%	-17.5%	-10.5%	21.1%[9.22 µM]	-0.3%
CC1(C)SC(=S)N(/N=C/c2ccc(O)cc2)C1N(O)C(=O)Nc1ccc([N+](=O)[O-])cc1 (configuration not stated)	6.2%[38.3 µM]	-4.5%	1.4%	?	-2.3%	-0.4%	-1.7%
Cc1nn(CC(=O)Nc2cccnc2)c(C)c1[N+](=O)[O-]	3.6%	-13.0%	nt	-3.6%	0.8%	-1.8%	-7.0%
O=C(CN1C(=O)c2ccccc2S1(=O)=O)N1CCN(c2ccccc2F)CC1	20.2%[38.3 µM]	-2.7%	7.3%[1.9 µM]	2.8%	-5.8%	5.8%	-5.9%
Cc1c(Cl)cccc1NC(=S)NCCc1ccc(C(F)(F)F)cc1	8.0%	3.3%	-214.6%[inhibitor]	2.1%	-5.1%	?	-7.4%

Random excerpt: two compounds from above.
SMILES	IMPase Li cell	GoLoco inh red	HTT cytoprotect	GAA glycogen mod	aGlu spleen mod	HTT aggregate	GAA inh
CN1CCN(c2ncnc3c2[nH]c2ccc(F)cc23)CC1	-0.1%	4.6%	9.2%[10 µM]	1.9%	0.9%	-14.8%	-4.5%
CNC(=O)C1CC(=O)N/C(=N/N=C(\C)c2cccs2)S1 (configuration not stated)	3.9%[38.3 µM]	1.0%	-2.9%	0.8%	-21.1%	8.9%	2.0%

Bioassay records deposited in PubChem BioAssay by National Center for Advancing Translational Sciences (NCATS).

This is a subset. The share of hits here may be higher or lower than overall.
